# OPRM1-OPRD1 ag = OPRM1-OPRD1 heterodimerization agonism; cells, luminescence; activation, % at 9.3 µM; 340,000 compounds, 0.3% hits; in the data active means activation above about 18%;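 further: 0% = vehicle-treated cells and 100% = reference agonist; values of inactives mirror those of a sister screen read the other way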
# PKA-R1A act = PKA-R1A complex activation. P00514+P68181. PKA-R1A dissociation, Cy5-IP20 fluorescence polarization; scaled: DMSO 0%, 113 µM cGMP 100%. activation, % at 11.4 µM. 340,000 compounds, 0.083% hits. AID 504707;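 active means percent activation above the mean of all tested compounds plus 3 SD, cut at about 19% in these data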;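 further: higher means more PKAc released from R1A so a rise in polarization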
# Ecoli viability = reduces bacterial viability in AddAB counter-screen; E. coli V3065 growth, OD600 absorbance, 18 h; inhibition, % at 11.9 µM; 330,000 compounds, 0.27% hits;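 active means inhibition above the campaign's mean inhibition across all tested compounds plus 3 SD, cut at about 9.9% in these data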;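 further: uninfected addAB+ strain grown without phage in ampicillin broth; 0% = DMSO wells and 100% = ciprofloxacin 0.95 µg/ml wells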
# HTR5A inv ctr = counter-screen for OPRM1-OPRD1 inverse agonists: human HTR5A inverse agonism. P47898. HTR5A cell line, luminescence. inhibition, % at 9.3 µM. 340,000 compounds, 0.083% hits; in the data active means inhibition mostly above about 23%, no sharp cut-off; inactive means mostly below about 18%;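 further: 0% = cells with DMSO and 100% = no-cell wells with DMSO; some compounds called inactive have numbers as strong as hits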
# PfHsp90 set2 = growth inhibition of yeast expressing Plasmodium Hsp90; S. cerevisiae expressing PfHsp90, BacTiter-Glo ATP, 48 h; yeast lacking PDR1 and PDR3 efflux regulators; inhibition, % at 9.4 µM; 310,000 compounds, 0.32% hits; AID 504621;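 active means every replicate shows inhibition above about 80%, whatever the replicate mean, limit read from the data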;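 further: 0% = DMSO neutral controls and 100% = 20 µM radicicol positive controls; yeast relying on Plasmodium falciparum Hsp90 in place of its own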
# Pemphigus Ab inh = human desmoglein-3 autoantibody binding inhibition | P32926 | DSG3-coupled beads, scFv-anti-DSG3-GFP binding, flow cytometry; hits give low values | binding (percent of control), % at 10 µM | 310,000 compounds, 0.48% hits;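 active means binding more than 3 SD below its plate's average and above zero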;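 further: hits lower antibody fragment binding to DSG3; some compounds called inactive have numbers as strong as hits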
# Target sequence (P32926 whole entry, looked up, the tested form may be a part): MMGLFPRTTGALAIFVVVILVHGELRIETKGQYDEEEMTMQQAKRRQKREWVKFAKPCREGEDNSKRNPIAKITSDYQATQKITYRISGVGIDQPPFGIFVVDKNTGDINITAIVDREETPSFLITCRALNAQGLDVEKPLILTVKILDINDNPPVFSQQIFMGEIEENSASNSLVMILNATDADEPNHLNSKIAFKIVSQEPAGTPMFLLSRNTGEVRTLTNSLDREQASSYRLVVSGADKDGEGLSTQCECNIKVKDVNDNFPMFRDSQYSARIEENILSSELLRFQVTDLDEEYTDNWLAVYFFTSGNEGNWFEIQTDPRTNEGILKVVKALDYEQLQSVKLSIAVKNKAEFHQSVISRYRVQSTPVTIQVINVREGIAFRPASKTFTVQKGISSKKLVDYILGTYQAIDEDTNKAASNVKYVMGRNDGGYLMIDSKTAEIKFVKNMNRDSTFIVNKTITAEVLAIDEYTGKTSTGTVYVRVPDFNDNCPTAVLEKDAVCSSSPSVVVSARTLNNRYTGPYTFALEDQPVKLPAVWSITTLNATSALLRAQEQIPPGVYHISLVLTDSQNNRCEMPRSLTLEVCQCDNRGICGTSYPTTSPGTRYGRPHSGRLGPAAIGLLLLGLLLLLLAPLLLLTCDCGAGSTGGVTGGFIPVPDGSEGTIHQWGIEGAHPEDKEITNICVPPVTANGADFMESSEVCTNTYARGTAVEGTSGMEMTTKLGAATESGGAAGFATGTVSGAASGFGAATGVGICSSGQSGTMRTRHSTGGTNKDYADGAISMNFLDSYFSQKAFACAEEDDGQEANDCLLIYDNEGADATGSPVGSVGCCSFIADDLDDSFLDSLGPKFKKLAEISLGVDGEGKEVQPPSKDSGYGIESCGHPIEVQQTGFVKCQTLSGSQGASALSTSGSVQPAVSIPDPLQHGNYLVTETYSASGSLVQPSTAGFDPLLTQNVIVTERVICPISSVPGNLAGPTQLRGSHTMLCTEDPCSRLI
# AddAB inh = less growth of phage-infected E. coli with AddAB | 330,000 compounds, 0.29% hits | E. coli expressing H. pylori AddAB, absorbance growth | inhibition, % at 11.9 µM; in the data active means inhibition above about 12%;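 further: 0% = vehicle wells of infected cells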
# HTR5A ag = activates human HTR5A in OPRM1-OPRD1 agonist counter-screen. activation, % at 9.3 µM. AID 504692. 340,000 compounds, 0.61% hits. HTR5A agonist assay, luminescence, cell-based; in the data active means activation mostly above about 9.5%, no sharp cut-off; inactive means mostly below about 7.6%;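 further: 0% = cells with vehicle only and 100% = reference agonist; strong numbers were not always called active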
# OPRM1-OPRD1 inv = inverse agonist of human OPRM1-OPRD1 heterodimerization; cell-based MOR-DOR heterodimer luminescence, inverse agonism; inhibition, % at 9.3 µM; 340,000 compounds, 0.21% hits; P35372+P41143; in the data active means inhibition above about 22%, passing the limit was not always enough;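 further: 0% = cells with DMSO and 100% = wells without cells with DMSO; values of inactives mirror those of a sister screen read the other way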
# Mot1-301 SUMO = SUMOylation pathway inhibition by Mot1-301 growth rescue. S. cerevisiae Mot1-301 growth rescue, ATP luminescence, 38.5C; percent above DMSO median, 100 means doubled. growth rescue, % at 18.8 µM. 320,000 compounds, 1% hits;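 active means every valid replicate shows activation above 250% relative to neutral control wells; inactive means the rest, any valid replicate at or below 250%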;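 further: OY570 slx delta 5 strain wells were the positive control but not used for scaling; some compounds called inactive have numbers as strong as hits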
# phage Ecoli inh = E. coli growth loss with phage present; AID 651602; inhibition, % at 11.9 µM; growth absorbance; 360,000 compounds, 0.26% hits; in the data active means inhibition above about 11%
# * marks the source's active call; other numbers are inactive results; i = inactive; . = not tested or not shown.
SMILES,OPRM1-OPRD1 ag,PKA-R1A act,Ecoli viability,HTR5A inv ctr,PfHsp90 set2,Pemphigus Ab inh,AddAB inh,HTR5A ag,OPRM1-OPRD1 inv,Mot1-301 SUMO,phage Ecoli inh
COC(=O)c1cc(NC(=O)CN2CCN(C(C)=O)CC2)cc(C(=O)OC)c1,-1.4,-2,0.8,9,-52,93,0.2,-2,7,116,-0.4
CN1CCN(c2nc3c(c(=O)n(C)c(=O)n3C)n2Cc2cccc(Br)c2)CC1,-1.3,-8,0.8,2,-2,110,3.2,-1,6,6,-0.7
Cc1ccc(OCCC(=O)OCC(=O)Nc2ccccc2)cc1,-0.8,-8,0.6,-8,-1,104,2.0,0,6,-11,2.6
COc1ccc(S(=O)(=O)N2CCSC2c2ccccc2)cc1 (stereo unspecified),2.9,-4,-1.4,3,4,100,0.3,1,-15,i,1.7
CC1(C)[C@@H](O)CC[C@]2(C)C3C(O)C=C4[C@H]5C[C@@](C)(CO)CC[C@]5(C)CC[C@]4(C)[C@]3(C)CC[C@@H]12 (stereo partly specified),3.7,-4,-3.7,-4,-2,108,3.4,1,-20,6,1.5
Cc1cnccc1CN(C)Cc1cn(C)nc1-c1ccc(Oc2ccccc2)cc1,2.4,-1,-4.3,-3,3,99,3.4,1,-14,126,3.1
CCOc1cccnc1Sc1ccccc1,-1.4,-14,-0.7,14,13,109,-0.5,4,7,29,2.4
COc1ccc(Cl)cc1C(=O)NCc1cnn(C)c1C,-3.0,6,-1.8,-17,-1,106,0.8,10,15,14,3.0
Cc1ccc(-c2nnn(CC(=O)N(CC(=O)NC3CCCCC3)c3ccc(F)c(Cl)c3)n2)o1,5.4,0,-2.9,-31,9,99,-2.9,-6,-31,2,-1.3
COC(=O)c1oc2c(c1C)C(=O)CC(C)(C)C2,-3.6,0,-1.3,-4,-15,104,-0.2,1,19,-11,5.8
Cc1c(NS(=O)(=O)c2ccc3[nH]c(=O)[nH]c3c2)c(=O)n(-c2ccccc2)n1C,0.4,-4,-1.5,-13,23,109,0.1,3,-2,5,2.3
O=C(COC(=O)c1c2c(nc3ccccc13)/C(=C\c1cccs1)CCC2)Nc1ccccc1Cl,2.2,-7,1.8,3,2,97,-0.9,4,-15,319,4.1
Cc1nnc(SCc2ccc(F)cc2)n1NC/C=C/c1ccccc1,-2.2,-9,-0.3,-17,9,103,-1.7,3,13,92,0.6
Cc1cccc(NS(=O)(=O)c2cccc(C(=O)N3CCN(C/C=C/c4ccccc4)CC3)c2)c1,-0.2,-3,-0.7,-18,-1,.,0.2,6,1,0,1.1
COc1cccc(-c2nc(CS(=O)(=O)CC(=O)NCCCN3CCN(C)CC3)c(C)o2)c1,-2.2,3,-1.2,7,-11,104,3.4,4,12,16,2.0
COC(=O)CSc1nc(-c2cccs2)ccc1C#N,1.5,6,-3.4,-7,-13,95,0.0,-1,-8,3,2.9
CCOC(=O)COc1ccc2c(c1)C(=O)CC1(CCCCC1)O2,3.8,-13,-0.8,-36,21,104,0.7,11,-20,11,0.2
COc1ccc(-n2c(C)n[nH]c2=O)cc1,-1.5,-6,-0.1,-7,-3,104,4.2,7,8,-4,4.4
COc1ccc2nc(SCC(=O)Nc3nonc3C)[nH]c2c1,-3.6,-14,1.0,-9,.,111,1.9,4,17,4,1.7
Cc1cc(-c2cccnc2)c(C#N)c(SCc2cccc(F)c2)n1,2.7,-4,2.4,-9,-13,99,0.9,5,-14,2,0.6
COc1ccc(C2NC(=O)NC(C)=C2C(=O)OC2CCCCC2)cc1OC (stereo unspecified),-3.1,-12,0.3,0,12,100,1.0,0,15,-3,0.9
Cc1ccccc1NC(=O)CCS(=O)(=O)c1ccc(Br)s1,-0.3,6,0.1,3,9,124,2.7,0,2,5,0.8
COc1cccc(C(C(=O)NC2CCCC2)N(CCC(C)C)C(=O)CCC(=O)Nc2cc(C)on2)c1 (stereo unspecified),0.0,2,-1.8,0,30,91,-0.7,0,0,-2,-0.6
COC(=O)c1cc2ccccc2n1S(=O)(=O)c1ccccc1,-2.5,-2,0.2,-7,10,98,0.2,2,11,-6,5.8
CCCC(=O)Nc1ccc(C(=O)NCC(=O)OCC)cc1,0.6,1,-2.1,-22,-14,99,2.5,0,-3,.,1.7

# 2 entries from above, with each value named:
COc1ccc(Cl)cc1C(=O)NCc1cnn(C)c1C
  OPRM1-OPRD1 ag = -3.0
  PKA-R1A act = 6
  Ecoli viability = -1.8
  HTR5A inv ctr = -17
  PfHsp90 set2 = -1
  Pemphigus Ab inh = 106
  AddAB inh = 0.8
  HTR5A ag = 10
  OPRM1-OPRD1 inv = 15
  Mot1-301 SUMO = 14
  phage Ecoli inh = 3.0

COc1ccc2nc(SCC(=O)Nc3nonc3C)[nH]c2c1
  OPRM1-OPRD1 ag = -3.6
  PKA-R1A act = -14
  Ecoli viability = 1.0
  HTR5A inv ctr = -9
  PfHsp90 set2 = .
  Pemphigus Ab inh = 111
  AddAB inh = 1.9
  HTR5A ag = 4
  OPRM1-OPRD1 inv = 17
  Mot1-301 SUMO = 4
  phage Ecoli inh = 1.7

# Following part
SMILES,OPRM1-OPRD1 ag,PKA-R1A act,Ecoli viability,HTR5A inv ctr,PfHsp90 set2,Pemphigus Ab inh,AddAB inh,HTR5A ag,OPRM1-OPRD1 inv,Mot1-301 SUMO,phage Ecoli inh
C=CCN1C=CC=C/C1=C1\SC(=S)N(C)C1=O,.,.,-0.4,.,-8,102,-1.4,.,.,5,2.3
Oc1ccccc1N1CCN(CC(O)COC2CCCc3ccccc32)CC1 (stereo unspecified),-0.9,-7,-3.2,-4,9,95,0.2,1,4,-8,-1.2
Cn1cc(CCC(=O)N2CCCC(N3CCN(c4ccccc4F)CC3)C2)cn1 (stereo unspecified),-2.5,6,-0.2,-6,-1,83,0.3,-2,13,-3,0.2
Cc1cccc(C)c1NC(=O)CNC(=O)C(NC(=O)c1ccc(C(C)(C)C)cc1)C(C)C (stereo unspecified),-3.0,-4,-3.3,15,-5,101,1.5,5,16,-6,3.5
CC(C)(C)c1cc(P(=O)(c2ccccc2)c2ccccc2)ccc1O,4.4,-5,0.2,7,-34,96,-0.7,-3,-23,22,-0.3
CCc1cc(=O)oc2cc(OCC(=O)NCC3CCC(C(=O)O)CC3)ccc12 (stereo unspecified),-1.9,-12,0.2,28,1,101,3.0,2,9,-17,1.2
CN(C)S(=O)(=O)c1ccc(C(=O)Nc2nnc(-c3ccco3)o2)cc1,-1.1,-1,-3.9,4,-9,91,-1.0,-1,8,5,3.5
COCCNC(=O)C(OC(=O)CC1Sc2ccccc2NC1=O)c1ccccc1 (stereo unspecified),-1.2,3,-0.8,-15,34,103,1.1,-4,5,6,1.6
CC(=O)c1cccc(NC(=O)C23CC4CC(C2)CC(n2cncn2)(C4)C3)c1,-0.7,-9,1.0,0,7,103,1.0,0,4,-8,0.3
CCC1Oc2ccccc2N(CC(=O)NCCCN2CCN(Cc3ccccc3)CC2)C1=O (stereo unspecified),2.1,9,-1.1,-6,-24,102,0.9,2,-13,-1,4.2
CCCc1ccc(NS(=O)(=O)c2c(C)oc(C)c2C(=O)OC)cc1,1.9,-3,0.0,-10,-13,106,2.1,-4,-10,8,1.4
Cc1cccc(C)c1OCCN1CCOCC1,-0.4,3,-3.0,-13,14,128,1.3,2,2,-4,0.7
CCS(=O)(=O)N1CCN(c2ccc(C(=O)N3CCOCC3)cc2[N+](=O)[O-])CC1,-2.0,-6,1.6,16,-8,98,1.2,-6,11,-13,5.5
COc1ccc(Br)cc1/C=N/n1c(COc2ccccc2)n[nH]c1=S,2.0,-4,1.0,7,-20,103,1.2,-2,-10,6,0.8
CN1/C(=C/C2CC(=O)NC2=O)C(C)(C)c2ccccc21 (stereo unspecified),0.0,1,-0.4,-5,.,101,1.1,1,0,-15,1.2
CCN(CC)CCOCCn1c(C)ccc1C,-0.5,1,.,-6,7,122,.,1,2,.,3.8
CCOc1cc(C(=O)Nc2cc(=O)n(C)c(=O)n2C)cc(OCC)c1OCC,-0.7,1,0.6,0,15,100,0.3,1,4,140,3.4
COc1ccc(OC)c(S(=O)(=O)Nc2ccccc2F)c1,-1.2,2,-0.2,17,19,.,2.7,-7,6,-17,3.6
COc1ccccc1CNCC(O)Cn1c2ccccc2c2ccccc21 (stereo unspecified),13,8,2.1,-26,18,113,2.3,9,-96,-5,5.3
O=C(Nc1ccc(S(=O)(=O)Nc2cnc3ccccc3n2)cc1)c1ccc([N+](=O)[O-])cc1Cl,6.7,-8,-1.2,-12,-6,113,-0.2,3,-33,0,0.8
O=C(CNC(=O)c1ccc(Br)cc1)NCc1cccnc1,-2.8,2,-2.8,10,41,90,2.0,-3,18,95,1.7

# Of the compounds above, these contain an aryl methoxy group:
SMILES,OPRM1-OPRD1 ag,PKA-R1A act,Ecoli viability,HTR5A inv ctr,PfHsp90 set2,Pemphigus Ab inh,AddAB inh,HTR5A ag,OPRM1-OPRD1 inv,Mot1-301 SUMO,phage Ecoli inh
COc1ccc(S(=O)(=O)N2CCSC2c2ccccc2)cc1 (stereo unspecified),2.9,-4,-1.4,3,4,100,0.3,1,-15,i,1.7
COc1ccc(Cl)cc1C(=O)NCc1cnn(C)c1C,-3.0,6,-1.8,-17,-1,106,0.8,10,15,14,3.0
COc1cccc(-c2nc(CS(=O)(=O)CC(=O)NCCCN3CCN(C)CC3)c(C)o2)c1,-2.2,3,-1.2,7,-11,104,3.4,4,12,16,2.0
COc1ccc(-n2c(C)n[nH]c2=O)cc1,-1.5,-6,-0.1,-7,-3,104,4.2,7,8,-4,4.4
COc1ccc2nc(SCC(=O)Nc3nonc3C)[nH]c2c1,-3.6,-14,1.0,-9,.,111,1.9,4,17,4,1.7
COc1ccc(C2NC(=O)NC(C)=C2C(=O)OC2CCCCC2)cc1OC (stereo unspecified),-3.1,-12,0.3,0,12,100,1.0,0,15,-3,0.9
COc1cccc(C(C(=O)NC2CCCC2)N(CCC(C)C)C(=O)CCC(=O)Nc2cc(C)on2)c1 (stereo unspecified),0.0,2,-1.8,0,30,91,-0.7,0,0,-2,-0.6
COc1ccc(Br)cc1/C=N/n1c(COc2ccccc2)n[nH]c1=S,2.0,-4,1.0,7,-20,103,1.2,-2,-10,6,0.8
COc1ccc(OC)c(S(=O)(=O)Nc2ccccc2F)c1,-1.2,2,-0.2,17,19,.,2.7,-7,6,-17,3.6
COc1ccccc1CNCC(O)Cn1c2ccccc2c2ccccc21 (stereo unspecified),13,8,2.1,-26,18,113,2.3,9,-96,-5,5.3

# High-throughput results as filed in PubChem BioAssay.

# No enrichment for hits (roughly 3.2% active in at least one column).
